TEAD-YAP block: TEAD-YAP interaction inhibition, primary screen, TEAD-YAP interaction inhibitor project, luminescence, HEK-TIYL cells; TEAD-Gal4/YAP UAS-luciferase luminescence; inhibition, % at 9.12 µM; actives 1.4% (n = 640,000); in the data active = inhibition above about 32%;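 note: 0% = median of test compound wells and 100% = reference inhibitor wells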
GPR151 activ: activators of human GPR151, primary screen, cell-based, PathHunter beta-arrestin, luminescence; AID 1508602, 2020; G-protein coupled receptor 151 (Homo sapiens), Q8TDV0; actives 1% (n = 650,000); PathHunter beta-arrestin GPR151 cells; activation, % at 11.2 µM; in the data active = activation above about 4.9%;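 note: 0% = median of compound wells and 100% = cells with positive control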
Target sequence (Q8TDV0 whole entry, looked up): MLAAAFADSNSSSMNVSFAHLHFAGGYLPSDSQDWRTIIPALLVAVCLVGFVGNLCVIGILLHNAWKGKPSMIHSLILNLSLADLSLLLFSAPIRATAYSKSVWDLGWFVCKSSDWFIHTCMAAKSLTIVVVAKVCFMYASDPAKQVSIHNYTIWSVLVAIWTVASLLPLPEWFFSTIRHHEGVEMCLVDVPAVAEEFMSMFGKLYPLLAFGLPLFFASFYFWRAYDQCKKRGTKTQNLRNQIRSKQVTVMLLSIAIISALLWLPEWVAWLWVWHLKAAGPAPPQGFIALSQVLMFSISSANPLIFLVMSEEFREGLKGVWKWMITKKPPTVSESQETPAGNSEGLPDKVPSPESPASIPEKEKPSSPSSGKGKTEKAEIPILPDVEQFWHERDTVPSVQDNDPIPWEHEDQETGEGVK
FBW7 activator: FBW7 E3 ligase activators, primary screen, biochemical, AlphaScreen, human | AlphaScreen FBW7–phospho-cyclin E peptide binding, activator screen | normalized activity (activation), % at 26.1 µM | F-box/WD repeat-containing protein 7 (Homo sapiens), Q969H0 | actives 0.13% (n = 650,000); in the data active = normalized activity above about 1.9%;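 note: purified mutant Fbw7 with reduced substrate affinity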
MITF primary: MITF inhibitors, primary screen, biochemical, AlphaScreen, human | AlphaScreen MITF homodimerization, bead proximity signal | inhibition, % at 2.6 µM | actives 0.91% (n = 650,000); in the data active = inhibition above about 50%;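 note: 0% = vehicle wells with protein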
Target sequence (O75030 whole entry, looked up): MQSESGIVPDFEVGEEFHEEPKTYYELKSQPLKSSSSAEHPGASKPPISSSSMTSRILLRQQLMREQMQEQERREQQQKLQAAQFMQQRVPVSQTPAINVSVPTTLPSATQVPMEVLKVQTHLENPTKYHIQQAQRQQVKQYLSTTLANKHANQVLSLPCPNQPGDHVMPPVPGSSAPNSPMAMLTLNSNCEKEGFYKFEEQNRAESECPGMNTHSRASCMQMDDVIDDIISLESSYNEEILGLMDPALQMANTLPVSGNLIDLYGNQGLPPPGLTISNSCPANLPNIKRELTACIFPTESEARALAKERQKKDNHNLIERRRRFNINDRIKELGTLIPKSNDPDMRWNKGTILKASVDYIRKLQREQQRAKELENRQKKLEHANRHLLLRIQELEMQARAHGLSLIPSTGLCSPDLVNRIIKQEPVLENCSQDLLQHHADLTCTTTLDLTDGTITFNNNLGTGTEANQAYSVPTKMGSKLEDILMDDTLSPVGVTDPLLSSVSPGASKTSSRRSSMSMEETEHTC
* marks the source's active call; other numbers are inactive results.

SMILES	TEAD-YAP block	GPR151 activ	FBW7 activator	MITF primary
CCn1ccc(C(=O)Nc2nnc(-c3ccc(C)cc3)o2)n1	-9	1.1	-0.8	20
COc1ccccc1OCCC(=O)OCc1ccc(Cl)cc1	-1	-0.7	0.6	-13
Cc1cc(-c2cnc(N3CCCC3)nc2C2CCN(Cc3cccs3)CC2)on1	-13	1.5	0.1	-5
O=C(c1csc(-c2cc3ccccc3[nH]2)n1)N1CCCCC1c1cccnc1 (stereo not drawn)	-26	-0.7	-0.1	-2
COC(=O)c1c(NC(NC(=O)c2ccco2)C(=O)c2ccccc2)sc2c1CCCC2 (stereo not drawn)	-9	-0.2	0.0	17
CCc1cccc(C)c1NC(=O)c1c(-c2ccccc2Cl)noc1C	8	1.3	0.1	16
Cc1cccc(N=c2scc(C)n2CCO)c1C	-10	2.5	-0.1	9
CC(C)OCCNC(=O)c1cc(COc2ccc(F)cc2Cl)on1	-23	-1.3	0.5	-5
CCOc1ccccc1NC(=O)N1CCCC1C(=O)NCC1CCCO1 (stereo not drawn)	-5	-1.6	0.7	-15
COc1ccccc1NC(=O)CSc1nnc(NC(=O)CC(C)(C)C)s1	13	1.2	0.1	-2
CC(C)(C)Cc1nnc(NC(=O)/C=C/c2ccccc2)s1	1	1.5	-0.1	15
Cc1ccc(SCC(=O)N2N=C(c3cccs3)CC2c2ccc(F)cc2)cc1 (stereo not drawn)	-3	0.2	-0.1	-2
CC(=O)N(CCc1ccccc1)Cc1cc2cc3c(cc2[nH]c1=O)OCCO3	-9	-0.2	0.2	22
COc1ccccc1CNC(=O)CNC(=O)Cn1cnc2ccccc2c1=O	-2	0.1	0.0	6
Cc1ccc(S(=O)(=O)N2c3ccccc3C3Sc4ccc([N+](=O)[O-])cc4C2N3C)cc1 (stereo not drawn)	1	1.2	0.1	3

4 compounds out of the list, sorted by length of the SMILES, ascending:
SMILES	TEAD-YAP block	GPR151 activ	FBW7 activator	MITF primary
COc1ccccc1OCCC(=O)OCc1ccc(Cl)cc1	-1	-0.7	0.6	-13
CCOc1ccccc1NC(=O)N1CCCC1C(=O)NCC1CCCO1 (stereo not drawn)	-5	-1.6	0.7	-15
Cc1cc(-c2cnc(N3CCCC3)nc2C2CCN(Cc3cccs3)CC2)on1	-13	1.5	0.1	-5
O=C(c1csc(-c2cc3ccccc3[nH]2)n1)N1CCCCC1c1cccnc1 (stereo not drawn)	-26	-0.7	-0.1	-2

(next part)
SMILES	TEAD-YAP block	GPR151 activ	FBW7 activator	MITF primary
Cn1ncc([N+](=O)[O-])c1C(=O)Nc1ccc(C2CCCCC2)cc1	-13	-0.2	0.1	-3
Cc1ccc(NC(=O)c2sc3ncnc(N4CCCCC4C)c3c2C)cc1F (stereo not drawn)	3	1.3	0.2	9
COC(=O)c1ccc(OCC2c3cc(OC)c(OC)cc3CCN2C(=O)COc2ccc(Cl)cc2)cc1 (stereo not drawn)	1	-0.2	0.1	5
CC(=O)N(NC(=O)c1cccc([N+](=O)[O-])c1)S(=O)(=O)c1ccc(C)cc1	10	0.4	0.1	2
O=C1c2cccc(F)c2C(=O)N1c1ccc2nc(-c3ccccc3)oc2c1	-45	-1.3	-0.1	-2
CCOc1ccc(CN2CCNC(=O)C2CC(=O)N2CCCCO2)cc1 (stereo not drawn)	-5	4.5	-0.1	14
C/C=C/C1(/[N+]([O-])=C/c2ccccc2)CCCCC1	-3	0.4	0.0	16
CCOC(=O)c1ccc2nc(NC(=O)COC(=O)c3ccc(N4C(=O)CCC4=O)cc3)sc2c1	-17	2.5	-0.1	0
Nc1cc(S(=O)(=O)O)c2ccccc2c1	-2	-0.5	-0.5	14
CC(C)(C)c1ccc(/C=C2\N=C(c3ccc(Cl)cc3Cl)OC2=O)cc1	-4	-1.2	0.2	18
O=C(Nc1ccccc1C(=O)O)c1ccc(Cl)c(S(=O)(=O)N2CCOCC2)c1	13	-1.7	0.1	-16
COc1cc(/C=N/n2cnnc2)cc(Cl)c1OCc1ccccc1Cl	3	1.0	0.1	16
COC(=O)C1=C(C)Nc2c(c(=O)n(C)c(=O)n2C)C1c1ccccc1[N+](=O)[O-] (stereo not drawn)	14	-1.0	-0.1	1
CC1=CC(C)(C)NC(=S)N1NC(=O)c1ccccc1	3	1.1	0.0	1
Cn1cc(Br)c(=O)[nH]c1=O	6	1.0	0.0	-12
CC(C)CNC(=O)C(=O)NNC(=O)C1CCCCC1	-16	-0.3	0.1	-3
NC(=O)C1CCN(c2nc(Nc3ccccc3)nc(Nc3ccccc3)n2)CC1	-2	0.7	0.0	-2
Cc1cc(N/C=C/C(=O)c2ccc(Cl)s2)no1	-99	1.4	-0.1	-9
Nc1nnnn1/N=C/c1c[nH]c2ccccc12	-15	-0.1	0.6	14
O=C(Nc1cccnc1Cl)c1nn2c(C(F)(F)F)cc(-c3ccco3)nc2c1Cl	6	1.5	-0.1	6
CC1(C)N=C(N)Nc2nc3ccccc3n21	5	0.4	-0.1	11
COc1ccc(-c2nc(CS(=O)(=O)CC(=O)NC3CCCC(C)C3C)c(C)o2)cc1 (stereo not drawn)	0	-0.4	-0.1	5
Cc1cnc(Nc2cnccn2)nc1NC1CCN(Cc2ccccc2)CC1	9	-1.8	0.2	11
Cc1cccc(N2C(=O)NC(=O)/C(=C\c3ccc(OCC(=O)O)c(Cl)c3)C2=O)c1	4	1.4	-0.1	-8
COc1cccc(/C=N\NS(=O)(=O)c2ccc(C(C)(C)C)cc2)c1OC	-15	0.3	1.0	6
COc1ccc(/C=N/NC(=O)C(=O)Nc2ccc(Cl)cc2)cc1OC	-6	1.8	-0.1	-5
O=C(NC1CC1)c1ccc(-c2cc(NCCCN3CCCC3=O)ncn2)cc1	-2	2.0	0.0	-2
C/C(CC(=O)Nc1cc(C)ccn1)=N\NC(=O)C(=O)NC(C)C	-1	0.2	-0.5	-8
O=C(c1cc(COc2cccc3cnccc23)on1)N1CCCC(CCCO)C1 (stereo not drawn)	65*	0.2	0.2	10
CC(NC(=O)CN(C)C1CCCCC1)c1ccccc1 (stereo not drawn)	0	0.8	0.5	-1
CCC(CC)C(=O)Nc1c2c(nn1-c1ccc(C)cc1)CS(=O)C2 (stereo not drawn)	1	0.5	-0.2	2
CC(C)(C#N)OC(=O)Nc1cccc(Cl)c1	-4	-0.2	-0.1	3
O=C(CSc1ccccc1)Nc1ccc2c(c1)C(=O)N(C1CCCCC1)C2=O	10	0.6	-0.3	-1
C=CCNC(=O)c1c(O)c2cc(OC)c(OC)cc2[nH]c1=O	0	0.2	-0.2	-7
COC(=O)CN1C(c2ccc(N(C)C)cc2)Nc2ccc(Br)cc2C1c1ccccc1 (stereo not drawn)	12	0.4	-0.1	-15
COc1cc(/C=N/Nc2ccc(S(N)(=O)=O)cc2)ccc1OCc1ccccc1	-8	0.6	-0.4	10
O=C(NCCc1ccccc1)N1CCN(Cc2nc(-c3ccco3)cs2)CC1	-8	0.2	-0.1	19
COc1ccc(Cl)cc1C(=O)N/C(=C\c1cccc([N+](=O)[O-])c1)C(=O)Nc1cccc(C)c1	-7	-1.3	0.4	27
CCOc1ccc(NC(=O)CSc2nc3ccccc3c(=O)n2-c2ccc(Cl)cc2)cc1	21	-0.3	-0.1	1
COc1ccc(CNC(=O)c2sc3nc(-c4ccc(OC)cc4)ccc3c2N)cc1	6	-1.4	0.3	27
CCc1ccc(N2C(=O)c3ccccc3NC2(C)C)cc1	-4	-6.5	0.0	-9
COc1ccc(C(=O)c2oc3ccccc3c2NC(=O)c2ccncc2)cc1	9	-0.6	0.7	0
CC1CN(C(=O)COc2ccccc2Cl)CC(C)O1 (stereo not drawn)	5	-1.2	0.5	19
CCCC(=O)Nc1ccc(C(=O)n2nnc3ccccc32)cc1	-6	0.5	-0.1	-8
O=C(c1cnn(-c2ccccc2)c1-n1cccc1)N1CCOCC1	5	4.3	-0.1	-5
O=Cc1sc(N2CCCCC2)nc1Cl	6	1.0	0.0	1
Cc1sc(NC(=O)c2ccco2)c(C(c2ccccc2)N2CCOCC2)c1C (stereo not drawn)	6	-0.9	0.2	14
Cc1nc2nc(SCC(=O)NC3CCCCC3)nn2c(C)c1Cc1ccc(F)cc1Cl	5	3.0	-0.1	-11
CC(=O)c1c(C)n(S(C)(=O)=O)c2cc(C)c(NS(C)(=O)=O)cc12	-15	-0.4	-0.2	2
CC(=O)c1ccc(NC(=O)CN2C(=O)CC(C)Sc3ccccc32)cc1 (stereo not drawn)	10	-0.5	0.0	5
Cc1nc2cc(C(=O)O)ccc2n1-c1ccc(Br)cc1	-7	1.0	0.3	0
CCOc1ccc(C(=O)Nc2c[nH]c(=O)[nH]c2=O)cc1	-7	-3.5	0.0	1
O=C(CCc1csc2nc(C3CC3)cn12)NCCC1=CCCCC1	3	0.7	0.0	3
Cc1cc(C)c(S(=O)(=O)N2CCc3ccccc32)c(C)c1	0	0.6	0.1	4
CCCc1ccc(-c2ccc(C(=O)Nc3ccc(C)cc3)cc2)nc1	-3	7.1*	0.2	13
Cc1cccc(N(C)S(=O)(=O)c2ccc3[nH]cc(C(=O)N4CCC(C)CC4)c(=O)c3c2)c1	0	1.3	-0.6	-15
CCc1nnc(NC(=O)Cn2nnc(-c3ccccc3F)n2)s1	7	1.9	-0.1	10
Cc1ccc(C(=O)c2ccc(Cl)c([N+](=O)[O-])c2)cc1C	1	-0.2	-0.1	4
O=C1Nc2ccccc2C12OCC1(CO2)CC2C=CC1C2 (stereo not drawn)	1	3.5	0.0	7
O=C(Cc1ccc2ccccc2c1)NC1CC1	3	-1.9	-0.1	-15
Other compounds:
SMILES	TEAD-YAP block	GPR151 activ	FBW7 activator	MITF primary
CC1CCCC(NCc2c(C(=O)O)n(Cc3ccc(F)cc3Cl)c3ccccc23)C1C (stereo not drawn)	13	-0.8	0.1	14
COc1ccc(CCn2c(SCc3ccccc3C)nc3ccccc3c2=O)cc1OC	6	2.0	0.3	10
CC1CCC(C(C)C)C(OC(=O)CSC2=NCCN2)C1 (stereo not drawn)	3	-0.1	0.7	17
CN1CCN(C(=O)c2ccc(-c3nc(NCCc4ccc(O)cc4)c4ncn(-c5ccsc5)c4n3)cc2)CC1	27	-2.4	0.1	5
CCOc1ccccc1N1CCN(Cc2ccc(OC)c(OC)c2)CC1	3	1.0	1.2	36
CCc1cccc(CC)c1NC(=O)C(=O)NCc1ccccc1	0	-0.5	0.1	-5
CC(=O)OCC1(C)NC(=O)c2ccccc2O1 (stereo not drawn)	-4	-2.4	0.0	13
COc1cc(-c2cnc3ccc(NCC4CC4)nn23)cc(OC)c1OC	-29	-0.8	-0.1	0
CC(=O)Nc1ccc2oc(-c3cc(F)c(F)cc3Cl)nc2c1	-71	1.9	-0.3	1
CC(C)NS(=O)(=O)c1ccc(CCC(=O)Nc2ccc3c(c2)OCO3)cc1	3	1.1	0.2	-4
CCOC(=O)C1=C(O)/C(=C\c2cccs2)N=C1C	-5	0.2	-0.2	-6
Cc1cc(C)n2nc(SCCC(=O)NCc3ccccc3)nc2n1	1	-0.1	-0.3	-13
COC(=O)C1=C(O)/C(=C/c2ccc(OC)c(OC)c2)SC1=Nc1ccccc1	-45	2.5	-0.1	-5
O=C(NC1CC1)c1ccc(-c2cnc3c(NCCO)nccn23)cc1	0	0.4	0.0	17
COc1cc(/C=N/NC(=O)Cc2ccc([N+](=O)[O-])cc2)cc(OC)c1OC	-9	0.2	-0.1	7
CCOC(=O)NC(=O)CSc1nnc(CSc2nc3ccccc3s2)n1CC	-4	-1.0	-0.3	-8
Cc1noc(C)c1-c1nc(C(=O)NCc2cccnc2)cs1	-21	-0.7	0.0	12
N=C1/C(=C\c2ccc(Sc3ccccc3)o2)C(=O)N=C2SC=NN12	3	-2.5	0.0	13
CC(C)N1CCc2c(sc(NC(=O)CCOc3ccccc3)c2C#N)C1	-6	-0.9	0.0	-7
COc1ccc(NC(=O)CC2C(=O)N(C)C(=S)N2Cc2ccc(Cl)cc2)cc1 (stereo not drawn)	3	1.6	0.0	15
COc1ccc(C2C(C(=O)Nc3ccc(OC)c(OC)c3)c3ccccc3C(=O)N2Cc2ccc(F)cc2)cc1 (stereo not drawn)	5	-0.8	0.2	-1
CCOC(=O)Cn1c(=O)n(CCc2ccc(OC)c(OC)c2)c(=O)c2cccnc21	-7	2.2	0.1	8
Cc1nn(C)c(C)c1-c1ccc(C(=O)NCc2cccc(C(F)(F)F)c2)s1	6	-0.2	0.1	-3
COc1ccc(-n2nc3ccc(NC(=O)c4ccc([N+](=O)[O-])cc4[N+](=O)[O-])cc3n2)cc1	-23	0.0	0.1	-17
Cc1cc(=O)[nH]c(Nc2cccc(F)c2)n1	2	1.1	-0.3	-2

Record cards (already shown). Screens in order: TEAD-YAP block | GPR151 activ | FBW7 activator | MITF primary
Listed for `CC(C)N1CCc2c(sc(NC(=O)CCOc3ccccc3)c2C#N)C1` = -6 | -0.9 | 0.0 | -7
Listed for `CC(C)(C#N)OC(=O)Nc1cccc(Cl)c1` = -4 | -0.2 | -0.1 | 3
Listed for `CC1=CC(C)(C)NC(=S)N1NC(=O)c1ccccc1` = 3 | 1.1 | 0.0 | 1
Listed for `CCOC(=O)C1=C(O)/C(=C\c2cccs2)N=C1C` = -5 | 0.2 | -0.2 | -6
Listed for `C=CCNC(=O)c1c(O)c2cc(OC)c(OC)cc2[nH]c1=O` = 0 | 0.2 | -0.2 | -7
